MsrA inh – inhibitors of bovine MsrA. purified bovine MsrA, absorbance read-out. inhibition, % at 15.5 µM. 360,000 tested, 0.75% active; in the data active means inhibition above about 4.5%;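 further: 0% = vehicle wells with enzyme and 100% = reference inhibitor wells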
Rpn11 block – blocks the human proteasome subunit Rpn11; O00487; human 26S proteasome, Ub4-pepOG fluorescence polarization; 20S core pre-blocked with epoxomicin; calls only at 20 µM; 360,000 tested, 0.59% active;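 active means inhibition at 20 µM, scaled to each plate's controls, above about 33%, limit read from the data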
Target sequence (O00487 whole entry, looked up): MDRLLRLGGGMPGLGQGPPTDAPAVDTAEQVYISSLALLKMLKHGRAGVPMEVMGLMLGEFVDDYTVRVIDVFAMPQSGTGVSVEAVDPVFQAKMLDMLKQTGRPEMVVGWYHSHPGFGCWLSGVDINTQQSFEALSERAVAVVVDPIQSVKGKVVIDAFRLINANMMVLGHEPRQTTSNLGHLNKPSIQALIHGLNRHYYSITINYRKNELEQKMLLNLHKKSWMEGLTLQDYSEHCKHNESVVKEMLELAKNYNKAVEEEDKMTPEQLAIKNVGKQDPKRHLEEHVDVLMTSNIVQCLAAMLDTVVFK
DNMT1 block – inhibitors of human DNMT1; P26358; DNMT1 molecular beacon, Hinp1I cleavage, fluorescence; inhibition (reported as % activation of signal), % at 10 µM; 360,000 tested, 0.83% active; in the data active means inhibition above about 50%
STEP inh – STEP (human) phosphatase inhibition; P54829; recombinant STEP, OMFP fluorogenic substrate, fluorescence; AID 588621; 360,000 tested, 0.25% active; inhibition, % at 20 µM;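 active means inhibition at 20 µM, scaled per plate between control wells, above about 37%, limit read from the data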;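 further: 0% = DMSO with enzyme and substrate and 100% = substrate only without enzyme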
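System: STEP phosphatase, cell-free reaction; Buffer or medium: Bis-Tris pH 6.0 buffer with DTT, detergent; Incubation: 20 min at room temperature, dark; Measured by: fluorescence, 480/540 nm.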
LMPTP block – blocks human LMPTP phosphatase. P24666. inhibition, % at 20 µM. 360,000 tested, 0.22% active. recombinant LMPTP-A, OMFP fluorogenic substrate, fluorescence intensity;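 active means compounds that cut the enzyme signal by at least half of the control window in the single-dose screen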;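 further: plate controls were DMSO wells with enzyme plus substrate for no effect and substrate without enzyme for full effect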
Target sequence (P24666 whole entry, looked up): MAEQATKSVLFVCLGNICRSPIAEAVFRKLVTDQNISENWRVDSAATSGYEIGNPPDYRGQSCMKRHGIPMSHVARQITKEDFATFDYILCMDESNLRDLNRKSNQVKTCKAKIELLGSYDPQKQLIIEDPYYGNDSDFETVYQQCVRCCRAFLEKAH
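Test system: LMPTP-A phosphatase enzyme. Amount: LMPTP-A at 0.625 nM final in the reaction. Reagent: OMFP substrate, 400 µM final. Times: 50 min at room temperature. Signal: endpoint fluorescence intensity from OMFP dephosphorylation. Read-out basis: % inhibition. Benchmarks: no-enzyme and uninhibited controls.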
Scp1 inh – Scp-1 (human) phosphatase inhibition; Recombinant Scp1, phosphopeptide, malachite green phosphate absorbance; inhibition, % at 20 µM; 340,000 tested, 0.88% active; AID 493091;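 active means inhibition above about 50% at 20 µM, limit read from the data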;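 further: plate controls were DMSO wells with enzyme for no effect and wells lacking enzyme for full effect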
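System: truncated SCP-1 phosphatase (76-261aa); medium: Tris acetate buffer pH 5.5 with MgCl2 and Tween-20; incubation: 45 min room-temperature reaction, 5 min colour, 30 min stabiliser; compound: single 20 µM dose, 1% DMSO; reagent: Phosphorylated 17-residue peptide substrate; read-out: % inhibition at 20 µM; technique: colorimetric free-phosphate detection, absorbance 630 nm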
SUMO1-SIM PPI – SUMO1-SIM interaction modulation; P63165; SUMO1 binding to a labelled peptide, TR-FRET, 1 h; inhibition, % at 20 µM; 360,000 tested, 0.33% active; in the data active means inhibition above about 37%
Target sequence (P63165 whole entry, looked up): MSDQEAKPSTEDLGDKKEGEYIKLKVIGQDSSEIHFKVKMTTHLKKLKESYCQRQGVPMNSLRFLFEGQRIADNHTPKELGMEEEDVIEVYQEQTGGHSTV
CSN inh – CSN deneddylation inhibition | Q92905 | Purified CSN, SCF-Nedd8-OG deneddylation, fluorescence polarization | inhibition, % at 12.5 µM | 360,000 tested, 0.38% active;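 active means pattern-corrected inhibition above about 35%, with an unprinted fluorescence ratio check between 0.5 and 1.5, limit read from the data, passing the limit was not always enough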;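 further: 0% = enzyme with substrate and 100% = substrate without enzyme; some results filed as inactive read as strong as hits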
Target sequence (Q92905 whole entry, looked up, one chain of several): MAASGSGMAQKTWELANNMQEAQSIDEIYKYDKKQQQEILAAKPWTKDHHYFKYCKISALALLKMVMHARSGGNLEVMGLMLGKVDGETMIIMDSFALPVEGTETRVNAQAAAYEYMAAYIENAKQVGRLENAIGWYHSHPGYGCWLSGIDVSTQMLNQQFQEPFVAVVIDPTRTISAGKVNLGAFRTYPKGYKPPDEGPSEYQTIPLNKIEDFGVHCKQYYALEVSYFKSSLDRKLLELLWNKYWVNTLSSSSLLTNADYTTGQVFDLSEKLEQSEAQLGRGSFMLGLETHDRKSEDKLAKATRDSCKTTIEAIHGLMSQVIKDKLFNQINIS
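Assay system: Purified human Csn5 enzyme expressed in HEK293T cells | Amount: Enzyme 0.24 nM | Measured by: Fluorescence polarization readout | Medium: Tris/NaCl/DTT buffer, pH 7.5 | Compound dosing: One concentration, 12.5 µM, 0.25% DMSO | Times: 90 min incubation of compound, enzyme and substrate at room temperature | Control set: no-enzyme wells high, enzyme-with-substrate wells low | Read-out: % inhibition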
Tb MetRS inh – Trypanosoma brucei MetRS inhibition. purified T. brucei MetRS, ATP depletion, Kinase-Glo luminescence. inhibition, % at 11.9 µM. 360,000 tested, 0.4% active;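 active means inhibition above a per-plate cutoff of the control wells' mean inhibition plus 3 SD, cut at about 5.5% in these data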;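 further: 0% = DMSO wells median and 100% = median of wells with control inhibitor compound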
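Test system: purified T. brucei MetRS enzyme. Also added: ATP, methionine and E. coli bulk tRNA substrates. Compound: 11.9 µM single point. Schedule: 15 min enzyme-compound preincubation, 2 h reaction, 10 min detection, 25 °C. Signal: luciferase luminescence of residual ATP, Kinase-Glo. Evaluation: percent inhibition versus plate control medians. Controls: DMSO wells, low control.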
NadD block – NadD (S. aureus) enzyme inhibition; purified NadD enzyme, colorimetric absorbance read-out; inhibition, % at 20 µM; 360,000 tested, 0.78% active; in the data active means inhibition above about 26%; further: some compounds past the cut are filed as inactive
Numbers without * were called inactive; i = inactive; . = no result given; + = active, no number.

Molecule	MsrA inh	Rpn11 block	DNMT1 block	STEP inh	LMPTP block	Scp1 inh	SUMO1-SIM PPI	CSN inh	Tb MetRS inh	NadD block
COc1ccc2oc(=O)c(C(=O)N3CCN(C(=O)c4ccco4)CC3)cc2c1	0.8	i	1	1	-0.3	-4	-7	3	-0.9	3
COc1ccc(C2CC(=O)C(C=NCCO)=C(O)C2)cc1 (stereo not drawn)	0.4	i	0	-3	-1.1	1	6	-4	-0.4	-2
O=C(NCc1ccc2c(c1)OCO2)c1cccc(S(=O)(=O)N2CCCC2)c1	0.1	i	-1	2	-0.2	-2	5	3	0.4	2
CCOC(=O)C(C(=O)OCC)[C@@H]1CS(=O)(=O)C[C@H]1C(C(=O)OCC)C(=O)OCC	-1.2	i	6	-1	0.0	5	-3	5	-0.4	6
COc1cc(C2C(C(=O)c3ccc(C)o3)=C(O)C(=O)N2c2cc(C)on2)ccc1O (stereo not drawn)	2.1	i	0	0	-1.7	-18	-14	0	-0.9	0
O=C(O)c1cc(C(F)(F)F)nc2c(C(F)(F)F)cccc12	0.6	i	3	0	0.7	-5	1	2	0.1	-3
O=C(NCc1ccccc1)N(Cc1cc2cc3c(cc2[nH]c1=O)OCO3)CC1CCCO1 (stereo not drawn)	2.7	i	-8	1	-1.4	9	-5	-1	0.2	8
CCOc1ccccc1NC(=O)CSc1nnc(-c2cnccn2)n1CC	0.4	i	6	-12	-0.9	2	-1	-2	-0.9	-2
CC(=O)c1cc2c(cc1NC(=O)CN1CCN(c3cccc(C(F)(F)F)c3)CC1)OCO2	-0.9	i	-5	-3	4.8	2	3	-5	-0.5	-6
COC(=O)c1ccncc1N	-0.9	i	0	-1	0.0	1	-5	1	-0.5	10
CCOC(=O)C1=C(O)/C(=C/N(C)C)N=C1C	-0.7	i	-8	1	1.1	-10	-5	0	-0.8	4
Cc1ccc(C(=O)NCC(=O)Nc2cc(C)ccn2)cc1	0.8	i	2	0	-0.2	1	2	0	-0.3	1
O=C(Nc1ccccc1Sc1ccccc1)c1ccc(F)cc1	0.1	i	-3	3	1.7	-14	8	0	-0.4	-5
CC(C)(C)c1nnc(N/N=C/c2ccccc2O)n(N)c1=O	1.2	i	1	-4	-0.4	-24	-8	5	0.1	0
COc1ccc(S(=O)(=O)N2CCN(C(=O)c3ccc(NC(C)=O)cc3)CC2)cc1	-0.2	i	1	0	-0.3	-1	-2	-2	0.0	-4
CCCCN(C)c1c(C)nc2ccc(C(=O)Nc3ccc(OC)c(OC)c3)cn12	-0.4	i	-3	-2	0.5	.	3	4	-0.2	-1
Cn1cnc2nc(Cl)nc(Cl)c21	1.8	i	5	-2	-0.8	-7	-8	-2	-0.3	-4
C=CCn1c(SCC(=O)N2CCOCC2)nnc1C(C)NC(=O)c1ccccc1 (stereo not drawn)	-1.2	i	1	1	-1.5	-2	1	0	-0.2	-8
COc1ccc(-c2cc(C(=O)Nc3cc(S(N)(=O)=O)ccc3C)c3ccccc3n2)cc1OC	1.9	i	-9	0	2.3	-4	-12	-2	0.0	5
O=S(=O)(NCC(c1ccco1)N1CCN(c2ccccc2F)CC1)c1ccc(F)cc1 (stereo not drawn)	-0.4	i	4	2	0.4	-2	1	-1	-0.7	-2
Cc1ccc(CC2(C)C(=O)Nc3c(Cl)ccc(Cl)c32)cc1 (stereo not drawn)	0.1	i	11	2	1.4	.	-6	-3	-0.2	-4
COc1ccc(NC(=O)CCCOc2ccc(C)cc2)cc1S(=O)(=O)N1CCCCC1	0.4	i	-2	2	1.9	.	4	0	-0.3	0
COc1cc(NC(=S)NCC2CCCO2)c(OC)cc1Cl (stereo not drawn)	-0.3	i	-4	-3	-0.9	-1	4	-1	-0.4	-2
O=S(=O)(c1ccc2c(c1)OCCO2)N1CCc2ccccc21	0.0	i	-1	2	2.4	-1	-2	1	-0.1	-8
O=C(Cn1ccc2ccccc2c1=O)NCC1COc2ccccc2O1 (stereo not drawn)	0.2	i	-1	10	-0.8	-6	0	-5	0.5	-2
O=C1CC(c2ccccc2)C(C(=O)O)N1 (stereo not drawn)	0.8	i	1	-1	-1.5	-2	3	1	-0.2	4
CCn1c(C(c2ccccc2)c2ccccc2)n[nH]c1=S	-0.7	i	3	6	-0.7	-2	13	-1	-0.3	-1
Nc1ncnc2c1ncn2[C@@H]1O[C@H](CNCc2ccc(-c3cc(C(F)(F)F)ccc3Cl)o2)[C@@H](O)[C@H]1O	0.7	i	11	1	-1.7	-4	-8	6	-0.1	0
COc1cc(NC(=O)c2ccccc2[N+](=O)[O-])c(C(=O)O)cc1OC	-0.6	i	3	-1	-0.4	-6	-8	-8	-0.3	-7
CCOC(=O)c1c(C)nc2ccccn12	-0.2	i	1	0	0.0	-2	1	3	0.6	-1
O=C(NC1CC1(c1ccccc1)c1ccccc1)c1ccccc1 (stereo not drawn)	0.2	i	-2	0	0.9	-8	3	0	-0.3	1
O=C(N/N=C/c1ccc(N2CCOCC2)s1)c1ccc(O)cc1	2.9	i	-1	3	1.0	.	-24	11	0.2	6
NC(=O)CC(NC(=O)Cc1cccc2ccccc12)c1ccc(NC2CCCCCC2)c([N+](=O)[O-])c1 (stereo not drawn)	1.2	i	41	-2	1.7	-5	-5	29	-0.3	15
COc1ccccc1OCc1n[nH]c(=S)n1Cc1ccccc1	1.1	i	0	1	-3.0	-8	0	-2	-0.8	-2
CCOC(=O)Cn1c(=O)c2c(nc(N3CCOCC3)n2C)n(C)c1=O	-0.4	i	1	2	-2.5	-4	0	2	-1.0	-3
CCOc1ccccc1NC(=O)c1cc(-c2ccncc2)nc2c(Cl)cccc12	-0.2	i	3	3	2.3	9	10	8	0.9	4
C=CCOc1c(CNc2ccc3[nH]c(=O)[nH]c3c2)cccc1OC	0.1	i	-11	-1	-0.5	-5	0	3	-0.1	7
C=CCN1C(=O)/C(=C2/Sc3ccccc3N2C)SC1=Nc1c(C)n[nH]c1C	.	i	-7	7	0.4	-4	7	0	0.1	4
CCN1CCN(C(=O)C2CCC(=O)N(Cc3cccc(C(F)(F)F)c3)C2)CC1 (stereo not drawn)	-0.2	i	0	-2	0.4	0	1	-1	-0.2	0
NC(=O)c1ccccc1NC(=O)CN1CCCCCC1	0.9	i	1	2	1.2	-5	3	0	-0.3	-5

Arranged by length of the SMILES (falling): 4 of the compounds above
Molecule	MsrA inh	Rpn11 block	DNMT1 block	STEP inh	LMPTP block	Scp1 inh	SUMO1-SIM PPI	CSN inh	Tb MetRS inh	NadD block
C=CCN1C(=O)/C(=C2/Sc3ccccc3N2C)SC1=Nc1c(C)n[nH]c1C	.	i	-7	7	0.4	-4	7	0	0.1	4
CCOC(=O)Cn1c(=O)c2c(nc(N3CCOCC3)n2C)n(C)c1=O	-0.4	i	1	2	-2.5	-4	0	2	-1.0	-3
COc1ccccc1OCc1n[nH]c(=S)n1Cc1ccccc1	1.1	i	0	1	-3.0	-8	0	-2	-0.8	-2
NC(=O)c1ccccc1NC(=O)CN1CCCCCC1	0.9	i	1	2	1.2	-5	3	0	-0.3	-5

Continuation.
Molecule	MsrA inh	Rpn11 block	DNMT1 block	STEP inh	LMPTP block	Scp1 inh	SUMO1-SIM PPI	CSN inh	Tb MetRS inh	NadD block
CCCc1cc(C(N)=O)c(NC(=O)c2cc(C)on2)s1	.	i	-10	-4	2.2	-3	-2	4	-1.3	3
CC1(CC(=O)NNC(=O)Nc2ccccc2)OCCCO1	-0.5	i	-4	3	0.4	-3	-2	-7	-1.0	-4
COc1ccc2[nH]c(=O)c(CN(C(=O)c3ccccn3)c3ccccc3)cc2c1	0.6	i	-4	0	0.3	-6	9	2	-0.9	-3
COc1cc(C)ccc1OCc1cc(C(=O)NC(c2ccccn2)C(F)(F)F)no1 (stereo not drawn)	-0.6	i	2	-3	0.4	.	0	3	-0.5	-6
CCc1ccc(/C(C)=N/NS(=O)(=O)c2ccc(OC)cc2)s1	1.9	i	2	-1	1.2	-2	0	4	-0.1	2
Nc1nnc(SCC(=O)NC23CC4CC(CC(C4)C2)C3)s1	0.8	i	-3	3	-0.6	-9	-2	-5	-0.3	-4
CCc1cccc(NC(=O)C(NC(=O)C2CCCCC2)C(C)C)c1 (stereo not drawn)	0.1	i	-1	0	-1.6	-5	2	-4	-0.5	-3
CCCCOc1ccc(C(=O)CCN2CCCCC2)cc1	-0.3	i	2	-3	-1.0	-6	8	-1	-0.3	-2
COc1ccc(NC(=O)COC(=O)CNC(=O)C2CCCCC2)cc1	-0.8	i	0	12	-0.6	-2	-1	5	-0.5	0
CC1CN(S(=O)(=O)c2cccc(C(=O)OC/C(O)=C(\C#N)c3nc4ccccc4[nH]3)c2)CC(C)O1 (stereo not drawn)	1.0	+	-6	2	1.6	2	10	-3	0.2	17
Fc1ccc(-c2nnc(SCc3cccnc3)o2)cc1	0.8	i	-2	-2	-0.5	-6	0	-12	-0.1	-2
Cc1cc(C)c2oc(=O)cc(CN3CCC(C)CC3)c2c1	-0.5	i	-1	1	-1.1	-9	-5	4	0.1	-1
Nc1c(Br)cc2oc(-c3ccccc3)nc2c1Br	-0.1	i	9	-2	-0.7	-3	-4	3	-0.6	-3
OC1(c2ccc(Cl)cc2)CCN(Cc2nc(-c3cnccn3)no2)CC1	0.9	i	0	6	-1.6	-7	18	-10	-0.2	-1
COc1ccc(N(C(=O)CNC(=O)c2ccco2)C(C(=O)NCC2CCCO2)c2ccc(OC)c(OC)c2)cc1 (stereo not drawn)	-0.2	i	-1	1	-1.2	0	-3	3	-0.4	-6
O=C1CC(=O)N2CCSC2=N1	0.8	i	1	1	-0.6	-8	1	2	0.0	2
Oc1ccc(C=Nc2ccccc2-c2nc3ccccc3[nH]2)c(O)c1	3.0	i	-8	0	1.4	-5	-2	2	-0.7	-2
CCc1ccc(NC(=O)CCNC(=O)Cn2ccc3ccccc3c2=O)cc1	-1.2	i	0	1	-1.2	-4	-3	0	0.0	4
CC1C(=O)N(Cc2cn(CC3CCCCC3)nn2)CCS(=O)(=O)N1Cc1ccc(-c2cccc(CO)c2)cc1 (stereo not drawn)	0.5	i	-4	1	0.1	.	-4	-1	-0.8	-4

High-throughput results: PubChem BioAssay, several laboratories
